Hsp70 act: switches on Hsp70 transcription; AID 1203; HeLa Hsp70 promoter luciferase reporter, luminescence; scaled: vehicle 0, proteasome-inhibitor control 100%; 0.04% of 200,000 active; activation, % at 10 µM;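 active = activation above the mean across all tested compounds plus 3 SD, cutoff set per campaign, cut at about 5.5% in these data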;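 also: 100% = MG132 at 30 µM as the positive control and 0% = DMSO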
Diaphorase act: activates diaphorase or chemically reduces, flagging diaphorase assay artifacts; Diaphorase/resazurin coupled assay, resorufin fluorescence, 16 min; stronger effect = higher value; 1 = vehicle wells, 0 = NADH-free wells; activation factor at 20 µM; 0.005% of 190,000 active;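 active = diaphorase activity raised at least twofold by the compound at 20 µM; inactive = activation factor below 2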
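Material: purified diaphorase enzyme from Clostridium kluyveri / Medium: HEPES pH 7.4 buffer with MgCl2 and Tween 20 / Schedule: enzyme reaction of 16 min at room temperature / Measured by: resorufin fluorescence, excitation 544 nm, emission 590 nm / Evaluation: rise in resorufin formation, marking diaphorase activation or chemical reduction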
STAT3 activator: activators of IL-6 induced STAT3 signaling | 0.91% of 190,000 active | AID 871 | activation (% of control), % at 5.6 µM | U3A cells, IL-6 STAT3-luciferase reporter, luminescence; 100% = signal with IL-6 EC80 alone;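 active = activation above the screen-wide mean of compound activation plus 3 SD, cut at about 130% in these data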;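 also: 0% = background luminescence of wells with medium and substrate only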
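Test system: Human STAT1-deficient U3A cells with stable STAT3-luciferase reporter | Also added: Interleukin-6, 33 ng/mL | Timing: Compound pre-incubation 1 h before IL-6, then 6 h stimulation at 37 °C | Technique: Luciferase reporter luminescence | Read-out: Percent of IL-6-only median luminescence | Benchmarks: IL-6-only wells as 100% reference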
TLR4 MyD88 comp: TLR4-MyD88 interaction inhibition in cells. O00206+Q99836. HeLa CL3-4 TLR4/MyD88 BLA complementation, FRET ratio. inhibition, % at 8.4 µM. 0.18% of 200,000 active. AID 861; in the data active = inhibition above about 25%;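 also: 0% = vehicle and 100% = reference inhibitor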
Target sequence (O00206 whole entry, looked up): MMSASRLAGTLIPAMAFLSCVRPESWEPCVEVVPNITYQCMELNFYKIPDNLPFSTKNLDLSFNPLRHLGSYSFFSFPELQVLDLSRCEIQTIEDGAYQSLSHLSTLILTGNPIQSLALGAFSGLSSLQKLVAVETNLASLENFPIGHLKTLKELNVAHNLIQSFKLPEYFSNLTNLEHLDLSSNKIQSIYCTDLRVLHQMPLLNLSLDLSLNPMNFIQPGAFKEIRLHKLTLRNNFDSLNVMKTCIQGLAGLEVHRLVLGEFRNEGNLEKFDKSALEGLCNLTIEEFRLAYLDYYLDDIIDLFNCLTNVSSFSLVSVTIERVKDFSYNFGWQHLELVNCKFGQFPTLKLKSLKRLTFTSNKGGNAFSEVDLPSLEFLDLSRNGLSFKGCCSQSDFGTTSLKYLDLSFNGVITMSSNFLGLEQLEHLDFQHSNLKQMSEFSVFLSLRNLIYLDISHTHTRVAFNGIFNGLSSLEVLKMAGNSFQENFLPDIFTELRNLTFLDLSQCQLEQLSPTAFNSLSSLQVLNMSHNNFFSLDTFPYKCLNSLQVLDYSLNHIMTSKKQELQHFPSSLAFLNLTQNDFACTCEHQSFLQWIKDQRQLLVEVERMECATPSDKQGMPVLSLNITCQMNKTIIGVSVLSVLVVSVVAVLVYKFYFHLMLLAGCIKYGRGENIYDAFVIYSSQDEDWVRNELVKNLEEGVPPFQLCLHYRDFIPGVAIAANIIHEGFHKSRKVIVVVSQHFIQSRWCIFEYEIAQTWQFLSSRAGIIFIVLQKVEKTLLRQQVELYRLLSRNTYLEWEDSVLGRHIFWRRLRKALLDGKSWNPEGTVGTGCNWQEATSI
Target sequence (Q99836 whole entry, looked up): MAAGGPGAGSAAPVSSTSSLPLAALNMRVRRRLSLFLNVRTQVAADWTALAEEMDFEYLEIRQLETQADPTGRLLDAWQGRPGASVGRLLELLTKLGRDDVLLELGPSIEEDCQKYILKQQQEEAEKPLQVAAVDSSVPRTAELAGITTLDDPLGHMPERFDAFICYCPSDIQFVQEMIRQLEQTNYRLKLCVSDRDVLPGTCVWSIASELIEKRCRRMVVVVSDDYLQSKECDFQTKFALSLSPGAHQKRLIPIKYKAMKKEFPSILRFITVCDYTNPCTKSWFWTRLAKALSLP
APP transl inh: APP translation inhibition. SH-SY5Y APP 5'UTR-luciferase reporter, luminescence. inhibition, % at 2 µM. 0.82% of 190,000 active. AID 1285;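 active = inhibition above a set limit, derived from the sample mean plus 3 SD, cut at about 45% in these data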; also: values of inactives mirror those of a sister screen read the other way
Diaph inh CS: diaphorase inhibition or chemical oxidation counter-screen; diaphorase resazurin-to-resorufin fluorescence, NADH, 16 min; bacterial (C. kluyveri) enzyme, not human; inhibition, % at 20 µM; 0.69% of 190,000 active;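 active = primary screen inhibition at 20 µM above a set limit, cut at about 50% in these data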;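 also: plate controls were DMSO with full reaction for no effect and wells lacking NADH for full effect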
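Test system: Clostridium kluyveri diaphorase enzyme / Quantity: diaphorase at 0.14 U/mL in enzyme working solution / Incubation: 16-min room-temperature incubation before reading / Benchmarks: NADH-free wells as positive control, DMSO-only neutral wells / Signal: resorufin fluorescence 544/590 nm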
STAT1 blocker: inhibitors of IFN-gamma induced STAT1 signaling; 0.35% of 200,000 active; inhibition, % at 5.5 µM; NIH 3T3 STAT1-luciferase reporter, luminescence;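 active = inhibition above a set limit, the mean inhibition across all tested compounds plus 3 SD, cut at about 34% in these data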;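 also: 0% = IFN-gamma with DMSO and 100% = IFN-gamma with 300 µM nifuroxazide; values of inactives mirror those of a sister screen read the other way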
STAT3 inh: reduces IL-6 driven STAT3 reporter signal | U3A cells, IL-6 STAT3-luciferase reporter, luminescence; host cell line lacks STAT1 | inhibition, % at 5.5 µM | 0.89% of 190,000 active | AID 862;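 active = inhibition above the mean inhibition across all screened compounds plus 3 SD, cut at about 44% in these data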;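 also: 0% = DMSO only wells and 100% = 100 µM nifuroxazide control wells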
STAT1 act: STAT1 signaling activation. 2.6% of 200,000 active. activation (% of control), % at 5.5 µM. NIH 3T3 STAT1-luciferase reporter, IFN-gamma, luminescence; 100% = IFN-gamma alone, no compound;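 active = activation above the screen-wide mean activation plus 3 SD, cut at about 130% in these data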;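 also: raw ratio to IFN-gamma control signal so 100% means no change and 0% no light; values of inactives mirror those of a sister screen read the other way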
G6PDH counter: L. mesenteroides G6PDH inhibition counter-screen | Purified L. mesenteroides G6PDH, diaphorase/resazurin coupled fluorescence, 45 min | inhibition, % at 5 µM | 0.12% of 200,000 active; in the data active = inhibition above about 50%
* hit, by the source's call; . = no result given. Not a hit list. Share with any hit: about 6.1%.

Below each SMILES: APP transl inh, Diaph inh CS, STAT3 inh, Diaphorase act, STAT1 blocker, TLR4 MyD88 comp, STAT1 act, Hsp70 act, STAT3 activator, G6PDH counter
> COc1ccc(N2CCN(C(=O)c3ccc(N(C)S(=O)(=O)c4ccc(OC)cc4)cc3)CC2)cc1
    -10.2, 16.6, 16.9, 0.8, 21.1, -8.9, 79.2, -0.1, 89.7, 12.1
> CC(C)CCn1nc(C(=O)OC(C)C(=O)NC(N)=O)c2ccccc2c1=O (centres undefined)
    8.0, 11.5, 1.6, 0.9, -6.4, -5.4, 105.7, -0.1, 105.2, 4.2
> Cc1ccc(-c2onc3ccc(C4OCCO4)cc23)cc1
    16.3, 10.0, 4.7, 0.9, -16.6, 5.4, 114.3, 0.1, 97.4, 8.5
> Cc1nnc(SCC(=O)Nc2ccccc2N2CCOCC2)s1
    7.8, 9.6, 12.8, 0.9, 5.8, 6.6, 94.6, 0.2, 92.0, 5.4
> N#Cc1c(N)nc(SCc2ccncc2)c(C#N)c1-c1cccs1
    -6.7, 27.8, 34.1, 0.7, 7.3, 3.9, 93.7, -0.5, 75.7, -59.9
> CCOC(=O)COc1nc(OC)nc(N2CCOCC2)n1
    0.4, 16.9, 1.8, 0.8, -6.1, 3.7, 103.9, -0.2, 102.2, -2.1
> CCOC(=O)c1nc(NCc2ccccc2C)c2ccccc2n1
    12.6, 12.1, 15.3, 0.9, 12.0, -4.6, 88.2, 0.1, 89.3, 3.0
> CCOC(=O)CNC(=O)c1cn(CC)c(=O)c2cc(OC)c(OC)cc12
    3.9, 24.0, 12.8, 0.8, -0.1, 6.7, 101.3, -0.1, 94.5, -7.6
> CCc1nc(N2CCC3(CC2)OCCO3)c2nnn(Cc3ccccc3Cl)c2n1
    -7.8, -6.1, 1.3, 1.1, -0.4, -4.8, 100.4, -0.2, 107.8, 5.2
> COc1cc2c(cc1OC)C(C(=O)Nc1ccccn1)C(c1cccnc1)N(C)C2=O (centres undefined)
    -1.3, 9.3, 3.3, 0.9, 5.2, -2.6, 95.3, -0.1, 99.7, 8.3
> CCOC(=O)c1ccc2nc(NC(NC(C)=O)(C(=O)OC)C(F)(F)F)sc2c1 (centres undefined)
    3.4, 19.0, 5.7, 0.8, -5.2, -3.2, 104.7, 0.0, 97.6, 2.1
> Cc1noc(C)c1C(=O)OCC(=O)c1ccc[nH]1
    -11.1, 25.5, 15.7, 0.7, 14.7, -4.7, 86.6, -0.3, 94.8, 3.7
> CCCC(=O)Nc1ccc2oc(=O)ccc2c1
    12.1, 0.6, 2.8, 1, -10.1, 2.0, 107.5, 0.4, 107.3, 10.5
> CC1(C)CC(=O)C(C=NCC2CCN(C(=O)Nc3ccc(Cl)c(Cl)c3)CC2)=C(O)C1
    -18.6, 10.4, 1.8, 0.9, 3.1, 9.7, 97.2, -0.3, 102.1, 0.0
> CCOc1ccc(-n2c(O)c(/C=N/c3ccnn3Cc3ccncc3)c3ccccc3c2=O)cc1
    -6.6, -12.9, 5.5, 1.1, 1.7, -14.8, 96.8, -0.2, 104.7, -2.6

Twelve neighbouring entries from above:
Below each SMILES: APP transl inh, Diaph inh CS, STAT3 inh, Diaphorase act, STAT1 blocker, TLR4 MyD88 comp, STAT1 act, Hsp70 act, STAT3 activator, G6PDH counter
> CC(C)CCn1nc(C(=O)OC(C)C(=O)NC(N)=O)c2ccccc2c1=O (centres undefined)
    8.0, 11.5, 1.6, 0.9, -6.4, -5.4, 105.7, -0.1, 105.2, 4.2
> Cc1ccc(-c2onc3ccc(C4OCCO4)cc23)cc1
    16.3, 10.0, 4.7, 0.9, -16.6, 5.4, 114.3, 0.1, 97.4, 8.5
> Cc1nnc(SCC(=O)Nc2ccccc2N2CCOCC2)s1
    7.8, 9.6, 12.8, 0.9, 5.8, 6.6, 94.6, 0.2, 92.0, 5.4
> N#Cc1c(N)nc(SCc2ccncc2)c(C#N)c1-c1cccs1
    -6.7, 27.8, 34.1, 0.7, 7.3, 3.9, 93.7, -0.5, 75.7, -59.9
> CCOC(=O)COc1nc(OC)nc(N2CCOCC2)n1
    0.4, 16.9, 1.8, 0.8, -6.1, 3.7, 103.9, -0.2, 102.2, -2.1
> CCOC(=O)c1nc(NCc2ccccc2C)c2ccccc2n1
    12.6, 12.1, 15.3, 0.9, 12.0, -4.6, 88.2, 0.1, 89.3, 3.0
> CCOC(=O)CNC(=O)c1cn(CC)c(=O)c2cc(OC)c(OC)cc12
    3.9, 24.0, 12.8, 0.8, -0.1, 6.7, 101.3, -0.1, 94.5, -7.6
> CCc1nc(N2CCC3(CC2)OCCO3)c2nnn(Cc3ccccc3Cl)c2n1
    -7.8, -6.1, 1.3, 1.1, -0.4, -4.8, 100.4, -0.2, 107.8, 5.2
> COc1cc2c(cc1OC)C(C(=O)Nc1ccccn1)C(c1cccnc1)N(C)C2=O (centres undefined)
    -1.3, 9.3, 3.3, 0.9, 5.2, -2.6, 95.3, -0.1, 99.7, 8.3
> CCOC(=O)c1ccc2nc(NC(NC(C)=O)(C(=O)OC)C(F)(F)F)sc2c1 (centres undefined)
    3.4, 19.0, 5.7, 0.8, -5.2, -3.2, 104.7, 0.0, 97.6, 2.1
> Cc1noc(C)c1C(=O)OCC(=O)c1ccc[nH]1
    -11.1, 25.5, 15.7, 0.7, 14.7, -4.7, 86.6, -0.3, 94.8, 3.7
> CCCC(=O)Nc1ccc2oc(=O)ccc2c1
    12.1, 0.6, 2.8, 1, -10.1, 2.0, 107.5, 0.4, 107.3, 10.5

New compounds follow.
Below each SMILES: APP transl inh, Diaph inh CS, STAT3 inh, Diaphorase act, STAT1 blocker, TLR4 MyD88 comp, STAT1 act, Hsp70 act, STAT3 activator, G6PDH counter
> COC(=O)/C(=N\Nc1ccc(Cl)cc1)Sc1nnc(-c2ccc(OC)cc2)n1C
    -4.8, 12.3, 8.1, 0.9, 0.7, 10.2, 99.4, -0.6, 95.5, 4.7
> c1nc(N2CCOCC2)c2[nH]cnc2n1
    1.6, ., -3.1, ., -0.7, -12.4, 100.7, 0.0, 106.1, .
> COc1ccccc1N/C(=N/S(=O)(=O)c1ccc(C)cc1)c1ccccc1
    -13.1, 4.3, -1.6, 1, 4.5, -11.6, 98.0, -0.3, 99.3, 4.7
> Cc1ccc(OCC(=O)Nc2ccc3c(c2)nc(CCN2CCOCC2)n3C)cc1
    -11.2, -1.2, 1.2, 1, -0.9, -2.6, 100.8, -0.1, 101.5, 1.1
> CCc1nnc(NS(=O)(=O)c2ccc(N=CC3=C(O)CC(C)(C)CC3=O)cc2)s1
    -4.6, 2.6, -1.8, 1, -8.2, -8.7, 105.9, -0.4, 105.5, 6.9
> CCn1c(SCC(=O)c2ccc(Cl)cc2)nnc1-c1cccs1
    -1.2, 12.2, 19.3, 0.9, -8.3, 4.6, 107.7, -0.2, 88.1, 5.4
> Cn1c(Cn2cnc([N+](=O)[O-])n2)nnc1SCC(=O)Nc1cccc(Cl)c1
    -21.2, 1.1, -8.0, 1, 1.6, -1.6, 98.6, -0.3, 107.4, -5.6
> CC(=O)Nc1ccc(N2CCOCC2)c(Cl)c1
    -3.0, 5.2, 6.4, 0.9, -9.6, -15.0, 107.6, -0.1, 99.0, 10.5
> CCCCOCCCNC(=O)c1ccc2c(c1)OCO2
    13.5, 15.2, -2.9, 0.8, 2.7, 7.6, 97.5, 2.8, 107.5, 0.9
> Cn1cccc1CC(=O)NNC(=S)Nc1ccc(F)cc1
    11.9, 4.3, 0.3, 1, 4.8, 6.6, 95.8, 0.0, 103.2, 11.3
> COc1ccccc1C(=O)Nc1ccc(N2CCCCC2)cc1
    -167.6, -2.4, -60.6, 1, -43.0, 2.4, 139.5*, -0.2, 151.2*, -0.9
> CN(C)c1nc(-c2cccnc2)nc(-c2ccc(Cl)cc2)c1C#N
    -4.2, -10.7, 19.3, 1.1, -1.1, -2.2, 100.3, -0.3, 85.9, 0.9
> COc1cc2c(cc1OC)C(c1cccc([N+](=O)[O-])c1)NC(=O)C2 (centres undefined)
    2.6, 5.4, 8.0, 0.9, 5.9, -9.3, 92.8, 0.1, 95.1, 4.9
> CC1(C(=O)NC2CCCCC2)CCC(=O)N1Cc1cccnc1 (centres undefined)
    -2.2, 11.2, 1.2, 0.9, 8.4, -0.7, 92.5, -0.1, 103.4, -5.8
> CC(NC(=O)c1noc2c1CCCCC2)c1ccccc1 (centres undefined)
    1.3, 0.3, -2.2, 1, -14.5, -5.8, 113.0, 0.0, 106.2, -1.1
> S=C(NCCSCc1ccccc1Cl)Nc1ccccc1
    -9.4, 19.4, 12.9, 0.8, 1.2, -6.7, 89.8, 0.0, 96.4, -11.1
> CCN1CCN(S(=O)(=O)c2ccc(Br)s2)CC1
    -13.2, 14.6, 5.0, 0.9, -2.5, -11.8, 102.0, -0.1, 97.6, -15.3
> C/C(Cn1cnc([N+](=O)[O-])n1)=N\NC(=O)c1ccc(Br)cc1
    3.0, 11.7, -5.1, 0.9, 0.0, 2.0, 100.0, -0.1, 107.9, 10.5
> O=[N+]([O-])c1ccc(NCCCNS(=O)(=O)c2ccc(Cl)cc2)c(Cl)c1
    2.6, 20.4, 4.6, 0.8, 2.4, -7.7, 97.8, 0.3, 100.2, -1.5
> O=C(O)c1ccc(-c2ccccc2C(F)(F)F)o1
    6.4, 2.8, 4.1, 1, 6.0, -9.1, 94.5, 0.1, 98.2, -1.2
> O=c1[nH]c(CN2CCN(c3ccccc3O)CC2)nc2ccccc12
    0.0, 21.5, -4.9, 0.8, 7.7, 4.9, 93.1, 0.2, 114.3, 5.7
> CCOc1cc(/C=N/NC(N)=O)ccc1OC(=O)c1ccc(C)cc1
    4.8, 19.4, 0.3, 0.8, -1.8, 7.2, 101.6, -0.4, 105.0, -3.3
> COc1cccc2cc(C(=O)Oc3ccc(NC(C)=O)cc3)c(=O)oc12
    2.2, 4.6, -7.2, 1, -11.5, -6.8, 110.4, -0.2, 111.6, -11.4
> O=C(O)CCCCCCNS(=O)(=O)c1ccccc1
    1.5, -11.0, 7.6, 1.1, 0.4, -1.5, 99.6, -0.2, 98.3, 10.9
> NC(=O)[C@@H]1CCCNc2c(I)cc([N+](=O)[O-])cc2C(=O)N[C@@H](CCC(=O)O)C(=O)N[C@@H](CO)C(=O)N1
    -3.1, 9.0, -7.9, 0.9, -0.4, -7.3, 100.4, -0.1, 104.2, 6.7
> Cc1cc(C)c2cc(CN(CCCN(C)C)C(=S)NCc3ccccc3)c(=O)[nH]c2c1
    -5.3, 1.7, 2.4, 1, -2.6, -2.2, 101.0, 0.1, 101.9, 4.5
> CCCn1c(N2CCOCC2)nc2c1c(=O)[nH]c(=O)n2C
    6.3, -8.6, 2.7, 1.1, -4.7, 1.8, 104.3, -0.2, 99.0, -0.2
> COC(=O)C(C(=O)OC)c1ccccc1[N+](=O)[O-]
    -6.8, 2.6, 1.1, 1, -9.3, -9.1, 108.6, -0.1, 103.0, 1.5
